# Source: PubChem BioAssay
# bIAP activator: intestinal alkaline phosphatase (bovine) activation. purified bovine IAP, CDP-star luminescence, 30 min; hits give high values; fold of DMSO-control signal, blank-subtracted. activation factor at 20 µM. 200,000 compounds, 0.17% hits;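 active = activation factor of 2 or more at 20 µM, a signal rise over negative controls twice the positive control's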
# PMI act hi M6P: activators of human phosphomannose isomerase at near-saturating mannose 6-phosphate | P34949 | coupled PMI enzyme assay, resazurin fluorescence, 20 min; hits give high values; 1 = untreated enzyme, 0 = substrate-free blank | activation factor at 20 µM | 190,000 compounds, 0.34% hits | AID 1216;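 active = activation factor of 2 or more at 20 µM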
#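 test system = human PMI in coupled enzyme assay | medium = HEPES-buffered pH 7.4 with magnesium and detergent | also added = 1.0 mM mannose-6-phosphate substrate with 0.22 mM NADP+ | compound = 20 µM single dose | times = 20 min incubation at room temperature | measured by = resorufin fluorescence (Ex 544/Em 590 nm) from resazurin via diaphorase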
# PMI activator: activators of human phosphomannose isomerase | P34949 | activation factor at 20 µM | 190,000 compounds, 0.005% hits | purified human PMI, coupled resazurin fluorescence, 20 min; hits give high values; 1 = vehicle control, 0 substrate-free wells;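 active = activation factor of 2 or more at 20 µM, relative to plate controls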
# FLuc inhib CS: inhibits firefly luciferase, flagging false hits in luciferase inhibition screens; P08659; ATPLite firefly luciferase biochemical luminescence, 10 min; inhibition, % at 10 µM; 200,000 compounds, 1.5% hits;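 active = inhibition above about 50% when tested at 10 µM, limit read from the data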
# Target sequence (P08659 whole entry, looked up): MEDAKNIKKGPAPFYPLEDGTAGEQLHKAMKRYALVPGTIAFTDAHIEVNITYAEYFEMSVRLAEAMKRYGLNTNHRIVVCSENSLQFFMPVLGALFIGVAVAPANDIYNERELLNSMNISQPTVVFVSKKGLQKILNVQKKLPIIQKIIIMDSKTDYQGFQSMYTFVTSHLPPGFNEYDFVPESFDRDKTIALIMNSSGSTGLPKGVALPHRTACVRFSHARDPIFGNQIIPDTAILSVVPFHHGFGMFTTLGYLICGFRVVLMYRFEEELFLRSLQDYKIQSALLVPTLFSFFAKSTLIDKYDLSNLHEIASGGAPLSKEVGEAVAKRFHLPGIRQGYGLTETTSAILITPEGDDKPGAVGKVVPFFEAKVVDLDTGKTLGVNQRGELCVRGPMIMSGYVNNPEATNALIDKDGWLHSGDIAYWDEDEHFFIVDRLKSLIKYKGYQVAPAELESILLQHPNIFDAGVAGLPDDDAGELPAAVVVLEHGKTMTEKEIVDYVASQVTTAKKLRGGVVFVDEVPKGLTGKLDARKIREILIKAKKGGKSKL
# TNAP act hi DEA: activators of human TNAP at high phosphate acceptor concentration; P05186; purified TNAP, CDP-star luminescence, 1 M DEA, 30 min; hits give high values; 0 = EDTA background, 1 = DMSO-only activity; activation factor at 20 µM; 200,000 tested, under 10 active; AID 1136;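 active = activation factor at least 2 at 20 µM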
# Target sequence (P05186 whole entry, looked up): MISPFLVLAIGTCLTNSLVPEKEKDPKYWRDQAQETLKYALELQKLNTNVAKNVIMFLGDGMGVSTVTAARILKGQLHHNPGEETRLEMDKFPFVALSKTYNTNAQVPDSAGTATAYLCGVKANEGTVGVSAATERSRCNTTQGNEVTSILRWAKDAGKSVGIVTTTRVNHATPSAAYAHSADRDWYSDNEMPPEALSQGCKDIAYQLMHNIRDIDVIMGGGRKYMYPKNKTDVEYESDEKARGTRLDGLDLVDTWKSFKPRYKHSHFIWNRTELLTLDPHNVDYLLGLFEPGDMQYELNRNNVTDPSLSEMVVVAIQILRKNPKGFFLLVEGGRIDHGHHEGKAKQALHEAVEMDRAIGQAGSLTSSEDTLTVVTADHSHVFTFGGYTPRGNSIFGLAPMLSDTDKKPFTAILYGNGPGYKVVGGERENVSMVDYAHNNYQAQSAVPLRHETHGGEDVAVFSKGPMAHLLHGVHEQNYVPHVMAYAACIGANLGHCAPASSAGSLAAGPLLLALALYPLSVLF
#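 Control set: EDTA negative control, DMSO positive control / Assay system: human TNAP / Quantity: TNAP 1/800 final / Evaluation: TNAP activation factor scaled between EDTA and DMSO control wells / Measured by: luminescent substrate turnover signal / Compound dosing: one dose, 20 µM / Times: 30 min enzyme reaction at room temperature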
# TNAP inh hi DEA: TNAP (human) inhibition, high acceptor | purified TNAP, CDP-star luminescence, 1 M DEA | 200,000 compounds, 0.03% hits | P05186 | inhibition, % at 20 µM;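 active = over 50% inhibition of tissue-nonspecific alkaline phosphatase at 20 µM in the single-dose screen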;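 note: plate controls were DMSO wells for no effect and EDTA-quenched wells as full inhibition for full effect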
# TNAP inh noacc: blocks human TNAP activity with no phosphate acceptor present; AID 1012; 200,000 compounds, 0.26% hits; inhibition, % at 20 µM; purified TNAP, CDP-star luminescence, 30 min;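 active = tissue-nonspecific alkaline phosphatase inhibition above about 50% at 20 µM in the single-dose screen, limit read from the data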;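 note: 0% = DMSO negative control and 100% = EDTA positive control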
# APP 5'UTR act: activates APP 5'UTR luciferase reporter; SH-SY5Y APP 5'UTR luciferase reporter, luminescence; zero percent = DMSO vehicle wells; activation, % at 2 µM; 190,000 compounds, 1% hits;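 active = activation above a set limit, based on mean plus 3 SD of controls, cut at about 140% in these data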; note: values of inactives mirror those of a sister screen read the other way
# FLuc act counter: firefly luciferase counter-screen for stimulation assays; ATPlite luciferase biochemical, luminescence, 10 min; 0 = ATP-free wells, 1 = DMSO control; 200,000 tested, under 10 active; P08659; activation factor at 10 µM;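 active = luciferase activation factor, scaled between plate controls, of at least 2 with compound at 10 µM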
#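 System: luciferase plus luciferin reagent, cell-free; medium: PBS as buffer for the ATP substrate; dosing: test compounds dosed from 2 mM stocks in 100% DMSO; timing: 10 min post-reagent at room temperature; measured by: luminescence measurement of luciferase light output; evaluation: luciferase activation, seen as luminescence increase over controls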
# NF-kB neuron act: compounds increasing NF-kB expression in human neuronal cells | NF-kB reporter expression; hits give high values | fold change at 12.5 µM | 190,000 compounds, 1.6% hits; in the data active = fold change above about 3.3
# An asterisk follows results filed as active; . = no result given.
(1) C=CCC(NCc1ccccc1)c1ccc(Cl)cc1 (stereo not drawn)
(2) C/C=C/c1ccc(OCCCCN2CCC(C)CC2)c(OC)c1
(3) CC(C)NC(=O)NC(=O)COC(=O)c1ccc(OC(F)(F)F)cc1
(4) CC(OC(=O)c1cccs1)C(=O)NCc1ccc2c(c1)OCO2 (stereo not drawn)
(5) CCOC(=O)Cc1nnc(NC(=O)COc2ccc(C)cc2)s1
assay / entry,1,2,3,4,5
bIAP activator,1.1,1,0.9,1,1
PMI act hi M6P,1,1,0.8,1,1.1
PMI activator,1,1.1,0.8,1,1.1
FLuc inhib CS,-6,-1,-1,-2,-3
TNAP act hi DEA,1,1,1,1,1
TNAP inh hi DEA,2,-2,-4,-1,-4
TNAP inh noacc,10,-56,-2,-7,-8
APP 5'UTR act,5,-2,-15,-6,-5
FLuc act counter,1.1,1,1,1,1
NF-kB neuron act,1.1,0.89,1.6,1,1.4

(6) Cc1nn(C)cc1C(C)NCc1c(C(=O)N2CCCCCCC2)nc2ccc(Cl)cn12 (stereo not drawn)
(7) COc1cc(OC)cc(C(=O)N2CCN(Cc3cccc(F)c3)CC2)c1
(8) COC(=O)c1c(C)[nH]c(C)c1-c1ccccc1Cl
(9) COc1ccc(C/C(N)=N/OC(=O)c2ccc(Cl)cc2)cc1
(10) CCN(CC)c1ccc(/C=N/NC(=O)c2cccc(S(=O)(=O)N3CCOCC3)c2)c(O)c1
assay / entry,6,7,8,9,10
bIAP activator,1.2,1,0.9,1.2,1.2
PMI act hi M6P,0.9,1,0.9,1,1
PMI activator,0.8,0.9,0.9,1.2,1
FLuc inhib CS,-4,-8,0,-5,-9
TNAP act hi DEA,1,1.1,1,1,0.9
TNAP inh hi DEA,-1,-10,0,-3,7
TNAP inh noacc,-5,-15,-3,-4,-106
APP 5'UTR act,1,-2,12,14,-60
FLuc act counter,1,1.1,1,1,1.1
NF-kB neuron act,0.84,0.91,0.88,1.9,0.58

(11) Cc1cc(C(C)(C)C)cc(S(=O)(=O)NCC(=O)O)c1C
(12) COc1ccc(NC(=O)c2c(C)oc3c2CCCC3)cc1
(13) Cc1ccc(C(NC(N)=O)c2ccccc2)cc1 (stereo not drawn)
(14) CC(C)NC(=O)COC(=O)CNC(=O)c1cc(Cl)cc([N+](=O)[O-])c1
(15) COc1ccc(-c2nc(N)ncc2-c2csc(C)n2)c(O)c1
assay / entry,11,12,13,14,15
bIAP activator,1,0.9,0.9,1,1
PMI act hi M6P,1.1,1,1.1,1,0.9
PMI activator,1,1,1,0.9,1
FLuc inhib CS,-5,-3,-1,-1,-2
TNAP act hi DEA,1,1,1,1,1
TNAP inh hi DEA,-2,-4,-3,-1,-5
TNAP inh noacc,-8,-9,-8,-12,-11
APP 5'UTR act,0,20,-11,19,1
FLuc act counter,1,1,1,1,1
NF-kB neuron act,1,1.2,1.1,0.81,1.1

(16) O=C(COCC(=O)N1CCOCC1)N1CCOCC1
(17) CN1CCN(C2CCCCCC2)CC1
(18) C/C(=N\NC(=O)CNC(=O)c1ccc2c(c1)OCO2)c1ccco1
(19) O=C(NCCCN1CCCC1=O)c1ccc2c(=O)n(-c3ccc(F)cc3)c(=S)[nH]c2c1
(20) CC(C)c1ccc(NC(=O)NC2CCN(CC(=O)Nc3cccc4ccccc34)CC2)cc1
assay / entry,16,17,18,19,20
bIAP activator,1,0.9,0.9,1,1.8
PMI act hi M6P,1.1,1.2,0.9,1.1,0.9
PMI activator,1.2,1.2,0.9,1.1,0.8
FLuc inhib CS,7,-1,-2,2,0
TNAP act hi DEA,1,1,1.1,0.9,1.7
TNAP inh hi DEA,5,0,-7,6,-65
TNAP inh noacc,21,-12,-6,2,-282
APP 5'UTR act,5,-4,-15,-18,4
FLuc act counter,0.9,1,1,1,1
NF-kB neuron act,.,0.91,1.2,1.1,1.4

(21) CCOC(=O)c1nc(S(C)(=O)=O)ncc1N1CCOCC1
(22) Cc1ccc(CNC(=O)CCSCCC(=O)NCc2ccc(C)cc2)cc1
(23) CCOC(=O)c1sc(N(Cc2ccccc2)C(=O)CSc2ncn[nH]2)nc1C
(24) O=C(c1ccccc1)N1CCN(C(=O)c2ccccc2)CC1
(25) CC(CN(C(N)=O)c1ccccc1O)C(=O)O (stereo not drawn)
assay / entry,21,22,23,24,25
bIAP activator,0.9,0.9,1.1,1.1,0.6
PMI act hi M6P,1,1.1,0.8,1.2,0.9
PMI activator,1,1.1,0.8,1.2,0.9
FLuc inhib CS,-4,-6,-5,-2,-6
TNAP act hi DEA,1,1,1,0.9,1
TNAP inh hi DEA,-1,-2,0,12,-3
TNAP inh noacc,-6,2,6,2,-10
APP 5'UTR act,6,3,6,9,-2
FLuc act counter,1,1.1,1.1,1,1.1
NF-kB neuron act,1.1,0.99,1.2,1.2,1.1

(26) Cc1cc(NC2CCCCC2)nc(-c2ccccc2O)n1
(27) O=C(NCCC1=CCCCC1)NC1CCCCC1
(28) Cc1csc(NC(=O)C2CCN(S(=O)(=O)c3cccs3)CC2)n1
(29) CC(C)(C)NC(=O)CSc1nnc(NC(=O)c2ccccc2Cl)s1
(30) CC1CCCC(C)N1C(=O)CSc1nnc(NC(=O)c2cccs2)s1 (stereo not drawn)
assay / entry,26,27,28,29,30
bIAP activator,0.9,1,0.8,1,0.9
PMI act hi M6P,0.9,1.1,1,1,1
PMI activator,0.9,1.1,1,1.1,1.1
FLuc inhib CS,-9,22,-5,26,11
TNAP act hi DEA,1,1,1,1,1.1
TNAP inh hi DEA,-5,1,-5,-4,-7
TNAP inh noacc,-1,-8,-15,-21,-14
APP 5'UTR act,6,82,1,-46,20
FLuc act counter,1.1,0.8,1.1,0.7,0.9
NF-kB neuron act,1.5,4.5*,0.98,1.1,0.84

(31) O=C(N/N=C/c1cn(Cc2ccccc2)c2ccccc12)c1cccnc1
(32) CCCn1nc(NC(=O)c2cccs2)c2cc3cc(OC)ccc3nc21
(33) CN1CCC(C(=O)N2CCCC(C(=O)c3ccc4c5c(cccc35)CC4)C2)CC1 (stereo not drawn)
(34) COc1cnc(-c2ccccn2)[nH]c1=O
(35) COC(=O)c1c(NC(=O)c2ccccc2)sc(C(=O)c2ccccc2)c1C
assay / entry,31,32,33,34,35
bIAP activator,0.8,1.1,1,1.3,1
PMI act hi M6P,0.9,0.8,1,1,1
PMI activator,0.9,0.8,1,1,1
FLuc inhib CS,3,37,-7,-4,1
TNAP act hi DEA,1,1,1,1,1
TNAP inh hi DEA,1,-4,-1,-1,-2
TNAP inh noacc,0,-14,-3,-12,-8
APP 5'UTR act,-6,-1,15,10,-5
FLuc act counter,1,0.6,1.1,1,1
NF-kB neuron act,0.51,0.47,1.1,1.1,0.92

# Shown with two lines to a compound: entries from further up.
# Screens in order: bIAP activator	PMI act hi M6P	PMI activator	FLuc inhib CS	TNAP act hi DEA	TNAP inh hi DEA	TNAP inh noacc	APP 5'UTR act	FLuc act counter	NF-kB neuron act
24: O=C(c1ccccc1)N1CCN(C(=O)c2ccccc2)CC1
→ 1.1	1.2	1.2	-2	0.9	12	2	9	1	1.2
25: CC(CN(C(N)=O)c1ccccc1O)C(=O)O (stereo not drawn)
→ 0.6	0.9	0.9	-6	1	-3	-10	-2	1.1	1.1
26: Cc1cc(NC2CCCCC2)nc(-c2ccccc2O)n1
→ 0.9	0.9	0.9	-9	1	-5	-1	6	1.1	1.5
27: O=C(NCCC1=CCCCC1)NC1CCCCC1
→ 1	1.1	1.1	22	1	1	-8	82	0.8	4.5*
28: Cc1csc(NC(=O)C2CCN(S(=O)(=O)c3cccs3)CC2)n1
→ 0.8	1	1	-5	1	-5	-15	1	1.1	0.98
29: CC(C)(C)NC(=O)CSc1nnc(NC(=O)c2ccccc2Cl)s1
→ 1	1	1.1	26	1	-4	-21	-46	0.7	1.1
30: CC1CCCC(C)N1C(=O)CSc1nnc(NC(=O)c2cccs2)s1 (stereo not drawn)
→ 0.9	1	1.1	11	1.1	-7	-14	20	0.9	0.84
31: O=C(N/N=C/c1cn(Cc2ccccc2)c2ccccc12)c1cccnc1
→ 0.8	0.9	0.9	3	1	1	0	-6	1	0.51
32: CCCn1nc(NC(=O)c2cccs2)c2cc3cc(OC)ccc3nc21
→ 1.1	0.8	0.8	37	1	-4	-14	-1	0.6	0.47

# The list continues.
(36) CCOC(=O)NC(=O)CSc1nc2ccc(OCC)cc2[nH]1
(37) Cc1nn(C)c(C)c1N1C(=O)c2cccc3c(Br)ccc(c23)C1=O
(38) CC(C)c1cc(C(=O)Nc2sc3c(c2C#N)CCC3)no1
(39) COc1ccc(-n2nnc3c(=O)n(Cc4cccc(C)c4)cnc32)cc1
(40) Cc1cc(N)c(-n2cc3c(=O)n(C)c(=O)n(C)c3c2)cc1C
assay / entry,36,37,38,39,40
bIAP activator,1.3,1,1,1,1.1
PMI act hi M6P,1,0.9,1,1,1.4
PMI activator,1,1,1,1,1.2
FLuc inhib CS,-8,-1,2,-6,5
TNAP act hi DEA,1,1,1.1,1,1
TNAP inh hi DEA,-2,1,-6,-3,-2
TNAP inh noacc,22,0,-9,-14,-3
APP 5'UTR act,17,-26,18,-8,42
FLuc act counter,1.1,1,1,1.1,1
NF-kB neuron act,0.94,1.3,1.3,1.2,0.96

(41) CCCCNC(=S)NC1CCCC1
(42) COc1ccccc1NS(=O)(=O)c1cccc(C(=O)N/N=C/c2c(C)nn(-c3ccccc3)c2N2CCCC2)c1
(43) CCN(CC)S(=O)(=O)c1cccc(-c2nnc(SCc3nnc(-c4cccs4)o3)n2N)c1
(44) CCc1ccccc1NC(=O)NC1CCCCC1
(45) O=C(CCC(=O)c1cccs1)Nc1ccc(F)c(F)c1F
(46) NC(=O)Cc1nc(-c2ccc([N+](=O)[O-])cc2)cs1
(47) O=C(Nc1ccc(Oc2ccccc2)cc1)c1ccco1
(48) COc1ccc(N2C(=O)C3ON(C4SC(=S)N(C)C4(C)C)C(c4ccc(Cl)cc4)C3C2=O)cc1 (stereo not drawn)
assay / entry,41,42,43,44,45,46,47,48
bIAP activator,0.9,0.9,1.2,0.9,0.9,1,0.6,0.9
PMI act hi M6P,1.1,0.8,1.2,1.1,1.1,1.1,0.9,0.9
PMI activator,1,0.9,1.2,1,1,1,0.8,0.8
FLuc inhib CS,-3,-1,6,2,-1,4,43,-6
TNAP act hi DEA,1,1,1,1.1,1.1,0.9,1,1
TNAP inh hi DEA,0,1,3,-5,-5,7,1,2
TNAP inh noacc,-7,0,-3,-16,-14,2,-4,-6
APP 5'UTR act,27,18,-8,5,6,7,163*,2
FLuc act counter,1,1,0.9,1,1,1,0.6,1.1
NF-kB neuron act,1.1,0.54,0.8,0.99,1.9,1.1,4.9*,1.2
